# Compound activity from PubChem.
# XIAP antagonists: XIAP antagonists, biochemical, IAP family, fluorescence polarization (AID 1018). 0.007% of 200,000 active. E3 ubiquitin-protein ligase XIAP (Homo sapiens). XIAP BIR domain, fluorescence polarization peptide displacement; higher % means a stronger effect. one-dose displacement, % at 20 µM; IC50 in µM for titrated hits; in the data active = displacement above about 50%; also: a part of the inactive calls stands beside numbers as strong as those of hits
# Myeloid diff MLP: induction of myeloid progenitor differentiation, primary screen, cell-based, flow cytometry, MLPCN library. ER-HoxA9 myeloid progenitors, lysozyme-GFP differentiation. calls only at 10 µM. 1% of 360,000 active. AID 624256, 2012;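 active = normalized GFP-positive differentiation at or above the plate's own cutoff, the solvent-only control mean plus 3 SD; inconclusive = no clear call, values can overlap the other calls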;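 also: cells exposed to compound for four days before flow analysis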
# PMI inhibition: human PMI inhibitors, high substrate, primary screen, biochemical, fluorescence intensity, high mannose 6-phosphate (AID 1220). recombinant PMI enzyme, coupled fluorescence intensity; higher % means a stronger effect. inhibition, % at 20 µM; hits with a dose series show IC50 in µM. 0.66% of 190,000 active
# WT yeast gro inh: growth inhibition of WT strain, primary screen, mitochondrial fusion inhibitor project, WT and mutant strains, chemical genetic | inhibition, % at 10 µM | mitochondrial fusion phenotypic screen | AID 1362, 2008 | 2.1% of 190,000 active; in the data active = inhibition above about 58%; tested in S. cerevisiae
# PhoP inhibition: inhibitors of PhoP regulon expression, primary screen, Salmonella Typhimurium, GFP reporter (AID 1863) | S. Typhimurium PhoP-regulated promoter GFP reporter, 4 h; higher % means a stronger effect | inhibition, % at 50 µM, or IC50 in µM where a hit was titrated | 0.16% of 300,000 active;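 active = inhibition over 29.93%, a cutoff 3 SD above the screen mean, later confirmed by dose response; inconclusive = inhibition over 29.93% but no dose response follow-up; inactive = inhibition at most 29.93% or unconfirmed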;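 also: 0% = low Mg2+ inducing control and 100% = high Mg2+ repressing control; strong numbers were not always called active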
# TNAP activation fold: human TNAP enzyme activators, primary screen, biochemical, luminescent, no phosphate acceptor, uHTS (AID 1001) | purified TNAP, luminescent activation assay, no phosphate acceptor; higher activation fold means a stronger effect | one-dose activation fold at 20 µM; EC50 in µM for titrated hits | 0.03% of 200,000 active; in the data active = activation fold from about 3, or a potency from the dose series; inactive = the rest, 99 in 100 with activation fold below about 1.6; also: many of its hits are not listed in these tables
# Siah-1 displacement: Siah-1 peptide-binding antagonists, primary screen, biochemical, fluorescence polarization, rhodamine-plectin, uHTS (AID 1817); E3 ubiquitin-protein ligase SIAH1 (Homo sapiens); Siah-1 / rhodamine-plectin peptide fluorescence polarization; higher % means a stronger effect; displacement, % at 20 µM, or IC50 in µM where a hit was titrated; 0.02% of 290,000 active;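 active = displacement of at least 50% at 20 µM, with a fluorescence ratio check between 0.3 and a set limit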;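 also: plate controls were Siah plus tracer with DMSO for no effect and tracer alone without Siah for full effect; strong numbers were not always called active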
# PMI inhibitors: inhibitors of human PMI, primary screen, biochemical, fluorescence intensity, coupled assay (AID 1209); Mannose-6-phosphate isomerase (Homo sapiens); purified PMI enzyme, coupled fluorescence intensity; higher % means a stronger effect; inhibition, % at 20 µM; hits with a dose series show IC50 in µM; 0.42% of 190,000 active;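 also: plate controls were DMSO vehicle for no effect and wells lacking substrate for full effect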
# RSV antiviral HEp-2: RSV antiviral activity via CPE protection, HEp-2 cells, primary 10 µM value included (AID 2391) | HEp-2 cells, RSV-induced CPE inhibition; higher % means a stronger effect | one-dose CPE inhibition, % at 10 µM; IC50 in µM for titrated hits | 0.13% of 310,000 active; in the data active = a potency from the dose series; inconclusive = CPE inhibition mostly from about 23% at the one dose, without a potency; inactive = the rest, 99 in 100 with CPE inhibition below about 21%; also: strong numbers were not always called active
# WT yeast gro inh mutant strain: second read-out of WT yeast gro inh, no call of its own (marks repeat the call); inhibition, %; mitochondrial fusion phenotypic screen, mutant strain inhibition
# Myeloid diff MLP GFP+ MAC1+ %: second read-out of Myeloid diff MLP, no call of its own (marks repeat the call); GFP+ MAC1+ double positive, %; measured here: differentiation confirmed by MAC1 staining
# Numbers without * were called inactive; i = inactive; ? = inconclusive; . = not tested or not shown. Rule as the data show it, unless noted: active = inhibition above about 50%; inactive = the rest. Rows are unselected. Share with any hit: about 3.1%.
Molecule	WT yeast gro inh	WT yeast gro inh mutant strain	Siah-1 displacement	TNAP activation fold	PMI inhibitors	PhoP inhibition	RSV antiviral HEp-2	XIAP antagonists	PMI inhibition	Myeloid diff MLP	Myeloid diff MLP GFP+ MAC1+ %
Cc1ccc(NC(=S)N/N=C2\CC3CC=CC23)c(C)c1 (stereo not given)	5	9	-8%	1	4%	-9%	0.9%	-1.2%	-2%	i	0.8
O=C(CSc1nncs1)Nc1ccc(S(=O)(=O)N2CCCC2)cc1	0	15	-1%	1.1	0%	8%	1.3%	-12%	-3%	i	0.3
COc1ccc(CCNC(=O)CSc2ccccc2)cc1OC	-17	11	-4%	1.1	1%	8%	1.8%	-2.6%	-2%	i	0.5
O=C(NCCN1C(=O)S/C(=C\c2ccc(OC(F)F)cc2)C1=O)c1cnccn1	-11	8	2%	1	-6%	-8%	0.5%	-5.9%	-3%	i	0.0
COc1cc(CNCc2ccncc2)cc(Br)c1OCc1ccccc1F	8	6	13%	1.1	-3%	0%	-1.6%	-6.5%	-4%	i	7.9
Cc1cc(NC(=O)CCN2C(=O)C3C4CCC(C4)C3C2=O)c(C)cc1Br (stereo not given)	14	-7	-1%	1.1	9%	5%	0.6%	-1.9%	10%	i	1.8
CCOc1ccccc1NC(=O)Nc1cc(C(=O)O)ccc1C	-3	-8	0%	1.1	-4%	7%	0.8%	-0.5%	-4%	i	0.2
COC(=O)c1ccc(CNC(=O)COC(=O)CC23CC4CC(CC(Br)(C4)C2)C3)cc1	-2	-9	-9%	1	-4%	14%	1.9%	-3.6%	-19%	i	0.6
CCOc1ccccc1OCC(=O)NCc1ccco1	-5	-12	-3%	1	13%	-8%	2.1%	-0.4%	9%	i	1.5
COc1ccc(C(=O)N2c3ccccc3C=CC2C#N)cc1 (stereo not given)	-20	-7	6%	1.2	9%	0%	1.3%	-7.8%	1%	i	0.9
C/C(CC(=O)NCc1ccco1)=N\NC(=O)C(c1ccccc1)c1ccccc1	-7	-1	2%	1	8%	0%	-0.5%	1.3%	8%	i	0.8
Cc1ccc(C(=O)N2CCCC(C(=O)c3cc(F)ccc3F)C2)s1 (stereo not given)	1	-8	0%	1	3%	1%	13%	2.1%	-2%	i	0.2

# Further structures:
Molecule	WT yeast gro inh	WT yeast gro inh mutant strain	Siah-1 displacement	TNAP activation fold	PMI inhibitors	PhoP inhibition	RSV antiviral HEp-2	XIAP antagonists	PMI inhibition	Myeloid diff MLP	Myeloid diff MLP GFP+ MAC1+ %
CCOC(=O)C1=C(CC)Nc2ccccc2N=C1NC(=O)Nc1ccccc1OC	9	-6	1%	1.1	-2%	-8%	1.4%	-4.3%	0%	i	1.5
c1ccc(C2CNCc3c2ccc2ccccc32)cc1 (stereo not given)	4	-4	4%	1.1	-3%	36%	-0.8%	-3.4%	8%	i	2.7
COC(=O)c1sc(N)c(C(=O)OC)c1Cn1ncc(Cl)c(Cl)c1=O	.	.	-1%	.	.	-5%	2.9%	.	.	i	0.7
Cc1ccc(-n2ncc3c(=O)[nH]c(SCC(=O)N4CCCc5ccccc54)nc32)cc1	8	15	1%	1.1	11%	4%	1.7%	0.3%	10%	i	0.6
Cc1cc(C)n(CCNC(=O)CC2C(=O)NCCN2Cc2ccc(C)o2)n1 (stereo not given)	3	-2	4%	1	1%	7%	0.7%	-6.5%	3%	i	0.1
CN(Cc1nc(-c2cnccn2)no1)Cc1cccc2ccccc12	-8	2	19%	1.1	11%	-3%	0.2%	-0.1%	10%	i	0.6
O=C(C1CC(c2ccccc2O)=NO1)N1CCc2ccccc2C1 (stereo not given)	25	39	1%	1	1%	5%	2.4%	-3.9%	3%	i	0.9
CC1=C(C(=O)N2CCOCC2)C(c2cccs2)NC(=O)N1 (stereo not given)	9	-11	-1%	1.1	7%	-4%	1.2%	-5.3%	2%	i	0.4
CCOCCN(C=O)c1cccc(OC)c1	6	11	-3%	1.1	3%	-9%	0.4%	-8.0%	18%	i	1.1
COc1ccc(S(=O)(=O)N(C)CC(=O)N2CCN(c3ccc(F)cc3)CC2)cc1OC	-6	-22	-3%	1	12%	1%	.	-9.9%	7%	i	6.0
O=C(O)/C=C/S(=O)(=O)c1ccc2ccccc2c1	.	.	2%	.	.	-11%	0.1%	.	.	i	0.4
N=C1C(c2nc3ccccc3c(=O)[nH]2)=C(O)CN1c1ccccc1	-8	-20	-3%	1.3	-13%	6%	.	2.2%	-1%	.	.

# An excerpt from above in order of their number in WT yeast gro inh mutant strain, high to low.
SMILES	WT yeast gro inh mutant strain
Cc1cc(C)n(CCNC(=O)CC2C(=O)NCCN2Cc2ccc(C)o2)n1 (stereo not given)	-2
CCOc1ccccc1NC(=O)Nc1cc(C(=O)O)ccc1C	-8
COc1ccc(S(=O)(=O)N(C)CC(=O)N2CCN(c3ccc(F)cc3)CC2)cc1OC	-22

# Additional structures.
Molecule	WT yeast gro inh	WT yeast gro inh mutant strain	Siah-1 displacement	TNAP activation fold	PMI inhibitors	PhoP inhibition	RSV antiviral HEp-2	XIAP antagonists	PMI inhibition	Myeloid diff MLP	Myeloid diff MLP GFP+ MAC1+ %
CCCSc1nnc(NC(=O)CCc2ccccc2)s1	.	.	5%	.	.	0%	1.0%	.	.	i	0.6
CCN1CCN(Cc2nc3c(c(=O)n(C)c(=O)n3C)n2CC(=O)c2ccccc2)CC1	8	-3	12%	1.1	8%	9%	1.0%	-3.2%	8%	i	2.0
CC(O)C(=O)N/N=C/c1cccc(Cl)c1Cl (stereo not given)	-2	-4	8%	1	5%	9%	2.7%	-3.3%	10%	i	1.0
O=C(Nc1cccc(C(F)(F)F)c1)C1CCCO1 (stereo not given)	-5	5	1%	1	27%	-2%	0.5%	-4.3%	1%	i	0.2
COc1ccccc1/C=C/C(=O)N1CCOCC1	7	4	3%	1.3	-4%	3%	0.7%	1.4%	-1%	i	2.1
O=C(O)C1=C[C@H](c2ccc(F)cc2)C[C@H](OCCCCO)O1	.	.	8%	.	.	-3%	0.8%	.	.	i	3.0
CSc1nc(N2CCCC2)c2c(c1C#N)CC(C)(C)OC2	4	-5	-5%	1.1	8%	9%	1.4%	-6.5%	1%	i	0.3
Cc1c(C(=O)NCCSCc2ccc(F)cc2)cnn1-c1ccc(Cl)cc1	.	.	2%	.	.	-9%	2.9%	.	.	i	1.1
NC(=O)CC(NC(=O)c1ccccc1)c1ccc(N2CCCCCCC2)c([N+](=O)[O-])c1 (stereo not given)	.	.	14%	.	.	10%	0.7%	.	.	i	0.4
COc1ccc(N(CC(=O)NCc2ccccc2C)S(=O)(=O)c2ccccc2[N+](=O)[O-])c(OC)c1	-9	-1	14%	1	12%	-2%	12%	-3.9%	8%	i	0.6
O=C(NCCc1ccc(Cl)cc1)c1ccc(Br)s1	.	.	8%	.	.	-2%	2.9%	.	.	i	0.9
O=C(/C=C/c1ccccc1)N1CCN(CCN2C(=O)c3cccc4cccc(c34)C2=O)CC1	6	2	2%	1	10%	3%	6.1%	-3.6%	1%	i	0.6

# (cont.)
Molecule	WT yeast gro inh	WT yeast gro inh mutant strain	Siah-1 displacement	TNAP activation fold	PMI inhibitors	PhoP inhibition	RSV antiviral HEp-2	XIAP antagonists	PMI inhibition	Myeloid diff MLP	Myeloid diff MLP GFP+ MAC1+ %
CCNS(=O)(=O)c1ccc(S(=O)(=O)N(Cc2ccccn2)C2CCCCC2)cc1	0	3	10%	1.1	14%	-11%	0.1%	0.2%	12%	i	0.6
C#CC[N+]1(CC#Cc2ccc(C)cc2)CCCCC1	3	20	-5%	1	-1%	-3%	1.0%	-5.7%	-9%	i	0.0
Cn1ccnc1SCC(=O)c1ccc(Cl)cc1	-9	3	-3%	1.2	-5%	0%	0.7%	-7.3%	-8%	i	0.3
CC1CC(C)CN(c2oc(-c3ccco3)nc2C#N)C1 (stereo not given)	14	4	-2%	1.1	-4%	0%	1.3%	8.4%	0%	i	0.0
O=C1N=C(N2CCN(c3ccccc3)CC2)S/C1=C\c1ccco1	5	-2	3%	1.1	-1%	1%	1.5%	-6.6%	19%	i	0.2
NC(=O)CSc1nc2scc(-c3ccco3)c2c(=O)n1-c1ccccc1	-9	-16	-4%	1.1	-2%	-3%	0.3%	-12%	-20%	i	0.5
Cc1nn2c(-c3ccccc3)ccnc2c1-c1ccccc1	7	-6	3%	1.1	2%	-5%	?	-3.2%	4%	i	0.2
COCCn1c(=O)[nH]c2cc(C(=O)Nc3cccc(F)c3)ccc2c1=O	-6	2	-2%	1	-4%	-1%	-0.5%	-9.8%	0%	i	0.4
Cn1c(=O)n(-c2ccc(Cl)cc2)c(=O)c2c3c(sc21)COC(C)(C)C3	14	-5	6%	1.1	8%	3%	0.8%	-0.8%	7%	i	0.8
COc1ccc(-n2cc(CNCCc3ncc(C)[nH]3)c(-c3ccccc3Cl)n2)cc1	15	0	-3%	.	.	-4%	-3.8%	-2.8%	.	i	0.1
COc1cc2oc3ccccc3c(=O)c2cc1OC	.	.	3%	.	.	-4%	13%	.	.	i	2.3
Cc1cc(C)cc(N(C(C)C(=O)NC2CCCC2)S(C)(=O)=O)c1 (stereo not given)	-15	-14	3%	1	3%	4%	-1.0%	-3.5%	2%	i	0.2

# Following part
Molecule	WT yeast gro inh	WT yeast gro inh mutant strain	Siah-1 displacement	TNAP activation fold	PMI inhibitors	PhoP inhibition	RSV antiviral HEp-2	XIAP antagonists	PMI inhibition	Myeloid diff MLP	Myeloid diff MLP GFP+ MAC1+ %
O=C(Nn1c(SCc2ccc(F)cc2)nc2ccsc2c1=O)c1ccccc1	-21	-1	-6%	0.9	-4%	25%	3.5%	-0.8%	-17%	i	0.5
COn1c(=O)c(=O)n(O)c2ccccc21	14	2	-4%	1	-6%	-2%	0.0%	-2.6%	8%	i	1.2
CC(C)c1cc(=O)[nH]c(SCC(=O)NC2CCCC2)n1	.	.	1%	.	.	0%	1.7%	.	.	i	1.0
COC(=O)C1CCN(C(=O)NC(C)(C)C)CC1	-1	13	2%	1.1	9%	-10%	0.4%	-13%	6%	i	0.8
FCCCOc1ccc(-c2ccnc3ncnn23)cc1	-11	-4	14%	1.1	14%	3%	2.0%	-3.4%	8%	i	0.3
CC(C)NC(=O)[C@H](CSCc1ccccc1)N1Cc2ccccc2C1=O	-25	-18	-2%	1	5%	-6%	2.1%	-5.7%	5%	i	1.3
COCC(C)N=C1NN=C(c2cccs2)C(CC(=O)O)S1 (stereo not given)	-7	-6	2%	1.1	17%	-6%	0.2%	-8.6%	17%	i	0.4
CCN(Cc1ccccc1)C(c1ccc(C)cc1)c1nnnn1C(C)(C)CC (stereo not given)	-19	1	-1%	1.1	3%	4%	4.0%	-4.6%	8%	i	2.3
Cn1c(=O)n(C)c2cc(/C=C(/C#N)C(=O)NCc3ccco3)ccc21	-10	-10	4%	1.1	3%	.	3.0%	-4.2%	-2%	i	1.1
COc1ccccc1OCCNC(=O)c1cccs1	20	-4	-1%	1	-3%	4%	-0.7%	-6.1%	-6%	i	0.6
